# High-throughput results as filed in PubChem.
# Eya2 phos inh = Eya2 (human) phosphatase inhibition; O00167; recombinant Eya2, OMFP fluorescence dephosphorylation (OMFP is methylfluorescein phosphate); Potency, µM (highest dose often 76.9 µM), for inactives: at the highest dose activity, negative = inhibition, hits mostly inhibitors; 330,000 tested, 0.006% active; also: potency is read from the fitted curve at half-maximal effect; % is scaled to controls: 0 for no effect and ±100 for the full control effect
# Target sequence (O00167 whole entry, looked up): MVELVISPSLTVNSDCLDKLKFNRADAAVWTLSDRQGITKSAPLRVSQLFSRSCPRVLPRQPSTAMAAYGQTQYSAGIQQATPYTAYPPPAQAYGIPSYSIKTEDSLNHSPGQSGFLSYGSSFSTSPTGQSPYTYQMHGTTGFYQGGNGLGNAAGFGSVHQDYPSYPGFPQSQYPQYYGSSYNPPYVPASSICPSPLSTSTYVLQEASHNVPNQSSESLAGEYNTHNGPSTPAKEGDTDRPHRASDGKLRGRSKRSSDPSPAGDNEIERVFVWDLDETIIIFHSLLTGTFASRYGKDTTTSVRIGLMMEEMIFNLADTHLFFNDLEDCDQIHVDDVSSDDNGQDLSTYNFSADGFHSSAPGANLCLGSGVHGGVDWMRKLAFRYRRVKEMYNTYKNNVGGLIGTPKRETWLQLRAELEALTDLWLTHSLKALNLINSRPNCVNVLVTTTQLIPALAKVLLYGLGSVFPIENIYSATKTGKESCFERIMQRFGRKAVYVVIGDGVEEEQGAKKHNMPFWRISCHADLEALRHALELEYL
#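 Eya2 protein (added as 0.2 uM solution) was preincubated with compound for 10 min at ambient temperature in 50 mM HEPES pH 7.5, 50 mM NaCl, 5 uM MgCl2, 0.05% BSA, 1 mM DTT. OMFP (added at 50 uM) then reacted 10 min; fluorescence read at 485/525 nm.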
# TSHR antagonist = human thyrotropin receptor antagonism; TSHR-expressing cells, TSH-stimulated cAMP HTRF, 2 h; active compounds read low; 330,000 tested, 0.2% active; activity change, negative = inhibition, % at 11.5 µM;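 active = activity change below a set negative limit, meaning inhibition stronger than a set level, cut at about -70% in these data; inconclusive = activity change between two set negative limits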; also: % is scaled to controls: 0 for no effect and ±100 for the full control effect
#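 Competitive HTRF cAMP read-out (cryptate anti-cAMP antibody, cAMP-d2; 30 min, room temperature) in freshly harvested TSHR cells. Compounds added before TSH at EC80 (4nM final), followed by 2 hours' incubation at 37 deg C.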
# ELG1 DNA repair = inhibitors of ELG1-dependent DNA repair in HEK293T cells. HEK293T ELG1-luciferase reporter, luminescence, 16 h; DNA damage induced by 5-fluorouridine. 330,000 tested, 2.3% active. Potency, µM (top dose mostly 46.1 µM), for the others: at the top dose activity change, negative = inhibition, most hits filed as inhibitors; also: potency is read from the fitted curve at half-maximal effect; % is scaled to controls: 0 for no effect and ±100 for the full control effect; nearly all actives have a fitted effect of over 55% in size
#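 Step one: seed 2,000 cells per well. Step two: pin-transfer compound or DMSO alongside 5-fluorouridine. Step three: incubate 16 hr, 37 °C, 5% CO2. Step four: add ONE-Glo, wait 30 min, read luminescence.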
# Integrin act MD = activators of alpha7 integrin expression for muscular dystrophy | alpha7betagal myoblasts, beta-gal FDG fluorescence, 48 h | Potency, µM (doses to about 38.3 µM), for the others: at the top dose activation, most hits filed as activators | 350,000 tested, 0.064% active | AID 624291;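 also: potency is read from the fitted curve at half-maximal effect; 100% = response of the positive control SU9516; nearly all actives have a fitted effect of over 60% in size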
#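 alpha7betagal+/- myoblasts (passage 13, 250/well) treated 48 h at 37C with compounds at 1:260 dilution of DMSO stock. Lysed, then beta-galactosidase activity read as FDG fluorescence (ex 480/em 540) after 30 min, with pre-read for autofluorescence.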
# A-T KAP1 phos = candidate therapy for ataxia-telangiectasia. […] A-T fibroblasts, KAP-1 phosphorylation AlphaLISA; neocarzinostatin DNA damage 30 min before lysis. Potency, µM (doses to about 57.5 µM), inactives show at the top dose activation, usual class: activators. 320,000 tested, 0.19% active. AID 485349; also: potency is read from the fitted curve at half-maximal effect; % of control where 0% means no effect; nearly all actives have a fitted effect of over 45% in size
#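 hTERT-immortalized A-T patient fibroblasts ([…]), 500 cells/well in OPTI-MEM, 1% FBS, got compounds for 60 min, then NCS for 30 min at 37C. Lysates were then assayed for phospho-KAP-1 by AlphaLISA (anti-pKAP1 donor, anti-KAP1 acceptor beads), 6 hr at 25C.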
# Tb PFK inh = T. brucei PFK enzyme inhibition | O15648 | T. brucei PFK, ADP-Glo luminescence | Potency, µM (titrated, usually from 57.5 µM), without a hit: at the top dose activity, negative = inhibition, usual class: inhibitors | 330,000 tested, 0.17% active | AID 485367;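 also: potency is read from the fitted curve at half-maximal effect; 0% = uninhibited 1x PFK enzyme wells and -100% = no-enzyme wells; nearly all actives have a fitted effect of over 60% in size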
#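 Luminescent ADP detection (ADP-Glo, two-step: ATP depletion then ADP-to-ATP conversion for luciferase) reported PFK activity after 45 min room-temperature reaction of 1.25 nM enzyme with 0.5 mM F6P and 0.1 mM ATP at pH 8.0.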
# S-ASM inh = human S-ASM enzyme inhibition | P17405 | placental ASM, HMU-PC fluorogenic substrate, 60 min | Potency, µM (highest dose often 57.5 µM), for inactives: at the top dose activity change, negative = inhibition, usual class: inhibitors | 340,000 tested, 0.006% active; also: potency is read from the fitted curve at half-maximal effect
#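 Human placenta-derived ASM enzyme was preincubated with compound for 10 minutes at room temperature, then given fluorogenic substrate HMU-PC0 (9 uM final) for 60 minutes at 37 °C; a pH 10 stop preceded fluorescence reading at Ex 386/Em 447 nm.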
# PTAP TSG101 blk = blocks PTAP/TSG101 interaction to inhibit HIV-1 budding; Q99816; Fluorescence polarization, FITC-PTAP peptide / Tsg101 binding; Potency, µM (doses to about 115 µM), for inactives: top-dose activity change, negative = inhibition, usual class: inhibitors; 340,000 tested, under 10 active; AID 493005; active = well fitted inhibition curve with a large enough effect in the main read-out, with a control signal flat, not every such curve was filed as active; inconclusive = small, poorly fitted or top-dose-only effect, or effect the other way, or a change in a side signal; inactive = no such curve, though single readings can be large or run the other way; also: potency is read from the fitted curve at half-maximal effect; % of control where 0% means no effect
# Target sequence (Q99816 whole entry, looked up): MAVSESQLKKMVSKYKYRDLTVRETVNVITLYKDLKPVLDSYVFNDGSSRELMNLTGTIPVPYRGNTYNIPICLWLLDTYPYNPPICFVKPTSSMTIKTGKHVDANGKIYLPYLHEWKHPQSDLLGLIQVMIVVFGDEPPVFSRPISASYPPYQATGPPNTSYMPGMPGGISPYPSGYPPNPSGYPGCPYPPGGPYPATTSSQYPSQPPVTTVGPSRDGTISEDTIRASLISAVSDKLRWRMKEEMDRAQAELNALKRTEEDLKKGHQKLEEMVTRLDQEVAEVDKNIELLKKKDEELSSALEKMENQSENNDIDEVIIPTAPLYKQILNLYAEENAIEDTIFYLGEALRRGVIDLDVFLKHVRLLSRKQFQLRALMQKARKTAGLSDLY
#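 Fluorescence polarization binding of Tsg101 binding domain (10 uM final) to FITC-labeled PTAP peptide (50 nM final) in HEPES pH 7.5 buffer with NaCl, Tween 20, EDTA, TCEP. Compounds added before peptide; binding 20 min at RT.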
# TCR act = activators of T cell receptors. Potency, µM (doses to about 9.22 µM), for inactives: at the highest dose activation of IL-2 secretion, usual class: activators. primary human leukocytes, anti-CD3, IL-2 HTRF, 48 h. 330,000 tested, under 10 active; also: % of control where 0% means no effect
#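 IL-2 release read by HTRF sandwich (Eu cryptate donor, d2 acceptor, 665 nm emission) after 48 hr exposure of primary human leukocytes to compound together with anti-CD3 beads in the absence of co-stimulatory signals.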
# Mito fusion yeast = inhibitors of mitochondrial division or activators of mitochondrial fusion; S. cerevisiae fusion-defective mutant growth rescue, CellTiterGlo 48 h; Potency, µM (titrated, usually from 46.1 µM), for inactives: at the highest dose growth rescue (activation), usual class: activators; 320,000 tested, 0.23% active;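 also: potency is read from the fitted curve at half-maximal effect; % of control where 0% means no effect; nearly all actives have a fitted effect of over 45% in size; temperature-sensitive fusion mutants such as fzo1-1 at 37 °C on non-fermentable ethanol glycerol medium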
#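 Yeast fusion mutant, YPEG (non-fermentable carbon), compound, 48 h at 37C non-permissive; CellTiterGlo added, 10 min RT, luminescence read. Rescued growth = division inhibition.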
# BCR signal inh = blocks chronic active B-cell receptor signaling. Potency, µM (highest dose often 46.1 µM), for inactives: at the highest dose ratio change, negative = lower green/red ratio, usual class: inhibitors. ABC-DLBCL IkBa-CBG/CBR reporter, luminescence ratio, 4 h. 340,000 tested, 0.05% active; active = well fitted inhibition curve with a large enough effect in the signal ratio, with a control signal flat, not every such curve was filed as active; inconclusive = small, poorly fitted or top-dose-only effect, or effect the other way, or a change in a side signal; the % refers to the signal ratio;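 also: potency is read from the fitted curve at half-maximal effect; plate controls were basal doxycycline-induced cells for no effect and cells given 10 µM MG132 for full effect; MG132 reads +100%, hits lower the ratio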
#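 Doxycycline induced both beetle luciferases in TMD8 lymphoma cells; IKK-driven degradation limits the IkappaBalpha-fused green signal, while red luminescence normalises for cell number and nonspecific effects. Compounds tested up to 46 uM, 4 hrs.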
# An asterisk follows results filed as active; ? = inconclusive; . = not tested or not shown; & = joins results of further samples; [ ] = dose if it differs, or a comment. Unless noted, calls follow the shape of the dose curve; as a rule, active = well fitted curve in the direction sought with a large enough effect; inconclusive = small, poorly fitted or top-dose-only effect, or another doubt; inactive = no such curve, though single readings can be large; an effect the other way counts as inactive or inconclusive.
molecule	Eya2 phos inh	TSHR antagonist	ELG1 DNA repair	Integrin act MD	A-T KAP1 phos	Tb PFK inh	S-ASM inh	PTAP TSG101 blk	TCR act	Mito fusion yeast	BCR signal inh
C#CCOCCOCCOCCNc1nc(N2CCN(C(=O)[C@H](CCCCN)n3cc(CN)nn3)CC2)nc(N2CCN(C(=O)[C@H](CCCCN)n3cc(CN)nn3)CC2)n1	-6%	0	22%	6%	2%	3%	2%	-7%	-1%	.	0%
Cc1ccc(C)c(NC(=S)NNC(=O)c2csc(C)c2)c1	2%	18	-18%	36%	5%	1%	3%	0%	4%[46.1 µM]	4%	?
CCOC(=O)c1sc(NC(=O)CCC(=O)O)nc1C	2%	1	2%	4%	0%	2%	1%	-7%	0%	3%	-7%
Cc1nn(CC#N)c(=O)n1N(C)c1ncc(C(F)(F)F)cc1Cl	-17%	20	8%	2%	-3%	-1%	1%	-1%	9%	7%	6%
CCOc1cc(CNc2ncc(-c3ccc(OC)cc3)n2C)ccc1O	14%	9	7%	-41%[inhibitor]	-3%	-3%	4%	-1%	9%	1%	-4%
Cc1cc(-c2c(C)n([O-])c(C)c(C)[n+]2=O)ccc1F	-2%	-2	1%	3%	12%	2%	-3%	-2%	.	0%	-2%
COC(=O)C1CN(S(=O)(=O)c2ccc(NC(C)=O)cc2)CCS1 (stereo not drawn)	6%	-3	13%	9%	-1%	6%	3%	-1%	1%	4%	-10%
CCc1ccc(Nc2nnc(SCC(=O)N(C)CC(=O)Nc3ccccc3CC)s2)cc1	-7%	16	18µM*	6%	2%	0%	-3%	-6%	12%[46.1 µM]	-2%	?
O=C1C2CC=CCC2C(=O)N1c1cccc(OS(=O)(=O)c2ccc3ccccc3c2)c1 (stereo not drawn)	-22%	-8	?	5%	.	7%	-3%	-3%	-5%	4%	1%
Oc1oc(-c2cccc3ccccc23)nc1/C=N/c1nccs1	11%	-18	13%	28%	-1%	0%	4%	2%	-3%[46.1 µM]	1%	?

# Sorted by value in TCR act (high to low): some entries from above
SMILES	TCR act
CCOc1cc(CNc2ncc(-c3ccc(OC)cc3)n2C)ccc1O	9%
COC(=O)C1CN(S(=O)(=O)c2ccc(NC(C)=O)cc2)CCS1 (stereo not drawn)	1%
CCOC(=O)c1sc(NC(=O)CCC(=O)O)nc1C	0%
O=C1C2CC=CCC2C(=O)N1c1cccc(OS(=O)(=O)c2ccc3ccccc3c2)c1 (stereo not drawn)	-5%

# (next part)
molecule	Eya2 phos inh	TSHR antagonist	ELG1 DNA repair	Integrin act MD	A-T KAP1 phos	Tb PFK inh	S-ASM inh	PTAP TSG101 blk	TCR act	Mito fusion yeast	BCR signal inh
O=C(CN(C(=O)c1csnn1)c1ccccc1)NCCc1ccccc1	8%	5	11%	2%	3%	2%	-2%	-2%	-6%	6%	-4%
CCN1CCN(S(=O)(=O)c2ccc(Cl)c(C(=O)NC(C)(C)C)c2)CC1	0%	1	12%	-3%	5%	-4%	0%	0%	0%	-3%	-1%
Nc1nc(SCC(=O)N2CCCCC2)[nH]c(=O)c1NC(=O)c1ccccc1F	-8%	6	10%	20%	-5%	-2%	1%	0%	4%	-1%	4%
COC(=O)c1ccc(/C=C2\CCn3c2nc2cc(C(=O)O)ccc2c3=O)cc1	-4%	-22	1%	-27%	4%	4%	44%[activator][11.5 µM]	3%	4%	19%	3%
CCOC(=O)C1(Cc2ccccc2C)CCCN(C(=O)CCc2c(C)noc2C)C1 (stereo not drawn)	-7%	-11	5%	27%	19%	-3%	2%	-1%	-11%	2%	8%
CCc1ccc(/C=N/NC(=O)c2cc(-c3cccc([N+](=O)[O-])c3)n[nH]2)cc1	7%	-9	?	-46%[inhibitor]	-3%	3%	-3%	0%	-3%	0%	?
Cc1c(C(=O)OCC(=O)N(C)C2CCS(=O)(=O)C2)oc2ccc(Br)cc12 (stereo not drawn)	-30%	17	-8%	6%	-5%	-2%	-3%	-4%	-3%	5%	-3%
O=C(NC1CS(=O)(=O)CC1NCc1ccccc1)c1ccccc1 (stereo not drawn)	7%	-12	5%	-29%	0%	-10%	5%	4%	3%	4%	0%
Cc1cccc2cc(CN(Cc3cccs3)C(=S)NCc3ccco3)c(=O)[nH]c12	-1%	-1	21µM*	-6%	-1%	1%	-5%	0%	1%[46.1 µM]	15%	6%
COc1cc(OC)c(C(=O)NC2CCCc3ccccc32)cc1OC (stereo not drawn)	9%	-7	?	-22%	3%	0%	0%	-5%	4%	9%	3%
C/C(=N\NC(=O)c1ccccc1OCCOc1ccccc1)c1ccccc1F	-29%	-1	18µM*	9%	-1%	1%	-4%	1%	-2%	?	?
COc1ccc(C(=O)n2nc(-c3ccco3)nc2SC)cc1OC	1%	3	0%	-7%	6%	1%	-5%	-3%	3%	-1%	9%
O=c1c2ccccc2nc(SCc2ccc([N+](=O)[O-])cc2)n1-c1ccc(Cl)cc1	-1%	26	7%	-7%	0%	-4%	-6%	1%	-1%[46.1 µM]	4%	6%
Cc1ccc(S(=O)(=O)[N-]c2nc3ccccc3nc2-[n+]2cc(C)cc(C)c2)cc1	7%	4	0%	44%	-5%	-1%	-5%	1%	2%	-1%	-5%
Cn1c2cc(Br)sc2c2cnn(Cc3ccc(F)cc3F)c(=O)c21	-1%&-17%	10&4	?	.	3%&12%	-2%&-13%	-5%	-2%	1%	-2%	-4%&-7%
O=C(NCCN1CCN(C(=O)c2ccc(F)cc2)CC1)C(=O)NCc1ccccc1	15%	0	14%	-34%	3%	3%	-1%	0%	6%	-3%	-5%
CCN(CC)S(=O)(=O)c1ccc(-c2csc(C)n2)cc1	3%	1	2%	?	4%	-5%	-1%	-6%	-6%	-3%	1%
O=C(O)CSCC(=O)N1CCCN(c2nc3ccc(Cl)cc3s2)CC1	-2%	-11	-6%	18%	13%	1%	6%	-2%	-6%	-1%	0%
O=C1/C(=C/c2cccnc2)CC/C1=C\c1cccnc1	4%	-11	?	-19%	-1%	0%	0%	-2%	-7%	5%	?
Cc1occc1-c1nnc(SCC(=O)NC2CCCC2)n1C	5%	-6	-9%	6%	0%	2%	-1%	-7%	-1%	7%	1%

# Look-ups from the results shown.
# ELG1 DNA repair with Cc1occc1-c1nnc(SCC(=O)NC2CCCC2)n1C reads -9%
# PTAP TSG101 blk with O=C(O)CSCC(=O)N1CCCN(c2nc3ccc(Cl)cc3s2)CC1 reads -2%

# New compounds follow
molecule	Eya2 phos inh	TSHR antagonist	ELG1 DNA repair	Integrin act MD	A-T KAP1 phos	Tb PFK inh	S-ASM inh	PTAP TSG101 blk	TCR act	Mito fusion yeast	BCR signal inh
Cc1nnc(NC(=O)CSc2nnc(CNC(=O)c3ccc(F)cc3)o2)s1	-3%	6	1%	?	8%	-3%	10%	-6%	-8%	-3%	5%
O=c1[nH]cnc2sc3c(c12)CCC3	3%	-3	12%	?	-6%	4%	4%	-4%	4%	2%	-12%
CC(C)C(=O)NC(=O)[C@@H]1CCCN1C(=O)/C=C/c1ccccc1	1%	-2	6%	9%	2%	2%	-2%	-1%	-6%	-3%	-1%
O=C(NCC1CCCO1)c1nc(Cn2ccc([N+](=O)[O-])n2)no1 (stereo not drawn)	-4%	14	1%	14%	-2%	4%	-2%	-2%	10%	-3%	2%
Cc1ccc(Oc2nn[nH]n2)cc1	1%	1	-1%	10%	-4%	0%	5%	.	.	3%	0%
